High-throughput results from PubChem BioAssay.
TAAR1 antag: human TAAR1 antagonism | Q96RJ0 | CHO RD-HGA16 TAAR1, Fluo-8 calcium fluorescence, antagonist | inhibition, % at 3 µM | 360,000 compounds, 1.5% hits | AID 624466;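 active means inhibition above a per-plate cutoff, the mean inhibition of test compounds on that plate plus 3 SD, cut at about 49% in these data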;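 further: 0% = DMSO plus EC80 beta-PEA response and 100% = DMSO alone without agonist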
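Test system: RD-HGA16 CHO cells with stable hTAAR1 and Gα16 / Probe or stimulus: EC80 β-phenethylamine stimulus / Times: seeding 17-24 h prior, 75-min 37 °C, 30-min RT dye loading / Detection: Fluo-8 calcium-sensitive fluorescence / Read-out basis: % inhibition scaled between DMSO and EC80 PEA controls / Repeats: singlicate, one well per test compound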
CHRM1 antagonist: antagonists of human M1 muscarinic receptor; P11229; CHO-K1 hM1, Fluo-8 calcium fluorescence, ACh EC80 antagonist; inhibition, % at 3 µM; 360,000 compounds, 1.3% hits; AID 588852;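 active means percent inhibition above its own plate's cutoff, namely the mean of that plate's compound wells plus 3 SD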;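 further: peak over basal fluorescence ratio during 140 s after agonist addition; 0% = ACh EC80 plus DMSO and 100% = DMSO alone without agonist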
Target sequence (P11229 whole entry, looked up): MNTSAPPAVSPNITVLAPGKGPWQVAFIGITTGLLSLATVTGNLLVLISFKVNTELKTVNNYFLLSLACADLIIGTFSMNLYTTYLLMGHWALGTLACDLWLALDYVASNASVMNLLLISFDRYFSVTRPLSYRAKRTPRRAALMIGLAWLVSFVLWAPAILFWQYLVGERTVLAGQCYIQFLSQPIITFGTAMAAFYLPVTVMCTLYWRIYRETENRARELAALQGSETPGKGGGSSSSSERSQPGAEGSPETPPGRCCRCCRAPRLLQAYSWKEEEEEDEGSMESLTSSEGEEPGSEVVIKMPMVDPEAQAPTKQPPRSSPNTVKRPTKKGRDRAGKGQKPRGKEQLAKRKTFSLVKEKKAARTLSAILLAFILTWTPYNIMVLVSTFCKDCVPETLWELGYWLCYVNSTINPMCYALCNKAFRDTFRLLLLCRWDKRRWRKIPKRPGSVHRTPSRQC
V1aR counter: counter-screen for oxytocin receptor agonists: human V1a receptor agonists. CHO-V1R cells, Fluo-8 calcium fluorescence, agonist mode; 0% DMSO, 100% 3 nM vasopressin. activation, % at 3 µM. 320,000 compounds, 0.25% hits;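 active means activation above the mean activation of all tested compounds plus 3 SD, per screening run, cut at about 20% in these data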;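 further: signal is peak over basal fluorescence ratio across a 100 second FLIPR read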
Target sequence (P37288 whole entry, looked up): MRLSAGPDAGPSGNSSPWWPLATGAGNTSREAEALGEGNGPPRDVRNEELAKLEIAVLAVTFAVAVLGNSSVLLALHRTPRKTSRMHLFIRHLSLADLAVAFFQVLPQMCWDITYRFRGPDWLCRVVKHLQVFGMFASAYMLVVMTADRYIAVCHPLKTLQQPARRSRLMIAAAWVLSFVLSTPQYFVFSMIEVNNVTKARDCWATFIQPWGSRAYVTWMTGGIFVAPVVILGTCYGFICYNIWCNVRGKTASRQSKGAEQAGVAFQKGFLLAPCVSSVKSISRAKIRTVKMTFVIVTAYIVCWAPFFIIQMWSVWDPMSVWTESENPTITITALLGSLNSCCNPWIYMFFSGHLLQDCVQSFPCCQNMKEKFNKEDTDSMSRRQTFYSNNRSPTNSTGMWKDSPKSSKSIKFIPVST
CHRM1 PAM: positive allosteric modulators of human M1 muscarinic receptor; 360,000 compounds, 0.088% hits; CHO-K1 hM1, Fluo-8 calcium fluorescence, ACh EC20; 0% = ACh EC20, 100% = maximal ACh; P11229; activation, % at 3 µM; in the data active means activation above about 19%, passing the limit was not always enough
OXTR potentiator: potentiates the human oxytocin receptor response. P30559. CHO-OTR cells, Fluo-8 calcium fluorescence, potentiator mode; 0% = oxytocin EC15, 100% = EC100. activation, % at 3 µM. 320,000 compounds, 0.061% hits. AID 2445;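 active means activation above that plate's cutoff, the mean activation of tested compounds plus 3 SD, cut at about 6.6% in these data, passing the limit was not always enough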;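 further: 100% uses oxytocin at 75 nM as the full agonist control; some results filed as inactive read as strong as hits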
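Measured by – Fluo-8 calcium dye fluorescence · Test system – human OTR in CHO cells · Dosing – one concentration, 3.0 µM compound · Controls – EC15 oxytocin alone as 0%, 75 nM oxytocin as 100% · Evaluation – normalized max/min fluorescence ratio, % activation · Timing – 6 min pre-incubation, 100 s read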
OXTR ag: activates the human oxytocin receptor. 320,000 compounds, 0.32% hits. P30559. CHO-OTR cells, Fluo-8 calcium fluorescence; normalized: DMSO 0%, oxytocin 100%. activation, % at 3 µM;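 active means activation above the mean of all tested compounds plus 3 SD, cutoff set per screening run, cut at about 20% in these data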;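 further: peak over basal fluorescence ratio from a 100 s FLIPR kinetic read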
TAAR1 ag: agonists of human TAAR1; Q96RJ0; CHO RD-HGA16 TAAR1, Fluo-8 calcium fluorescence; vehicle wells 0%, saturating PEA agonist 100%; activation, % at 3 µM; 360,000 compounds, 0.99% hits; AID 624467;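 active means activation above the mean activation of all test compounds in the run plus 3 SD, cut at about 38% in these data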
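Test system: RD-HGA16 (CHO) cells co-expressing Gα16 and hTAAR1 / Benchmarks: DMSO vehicle as 0%, PEA at EC100 as 100% / Repeats: no replicates (n 1) / Measure: % activation from peak over basal fluorescence ratio, DMSO-to-PEA scaled / Timing: 17-24 h plating, Fluo-8 75 min 37 °C, 30 min RT / Technique: kinetic Fluo-8 calcium fluorescence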
CHO parental Ca: counter-screen for OX1R antagonists: effect in parental CHO cells. parental CHO-K1, ATP-induced calcium, Fluo-8 fluorescence. inhibition, % at 5.6 µM. 330,000 compounds, 0.63% hits. AID 463079;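 active means inhibition above that plate's mean sample inhibition plus 3 SD, cut at about 26% in these data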;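 further: 0% = ATP-challenged DMSO wells and 100% = DMSO wells without ATP; some compounds past the cut are filed as inactive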
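Material: Parental CHO cells | Reagent: ATP | Compound dosing: Single nominal dose of 5.6 µM per compound | Detection: Intracellular calcium via Fluo-8 no-wash fluorescent dye | Read-out: % inhibition of ATP-induced calcium mobilization | Benchmarks: Low control ATP plus DMSO, high control DMSO only | Replicates: Singlicate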
CHRM1 agonist: activates human CHRM1 receptor; 360,000 compounds, 0.33% hits; P11229; activation, % at 3 µM; CHO-K1 hM1, Fluo-8 calcium fluorescence, agonist mode; 0% DMSO, 100% acetylcholine EC100;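 active means activation above the run's mean compound activation plus 3 SD, cut at about 16% in these data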;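 further: peak over basal fluorescence ratio within a 140 s kinetic read after compound addition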
* hit, by the source's call; / = no result given.

SMILES | TAAR1 antag | CHRM1 antagonist | V1aR counter | CHRM1 PAM | OXTR potentiator | OXTR ag | TAAR1 ag | CHO parental Ca | CHRM1 agonist
O=C(COC(=O)c1ccc(O)cc1)Nc1ccc(OC(F)F)cc1 | 3.4 | 0.3 | 12.7 | 2.9 | -19.1 | 11.6 | 66.2* | 15.2 | 15.4
Cc1ccc(P(=Nc2ccccc2)(N2CCOCC2)N2CCOCC2)o1 | -17.0 | -14.2 | 0.4 | 11.1 | 0.0 | 0.1 | 9.8 | -11.3 | -5.0
CC(=O)c1cc(-c2ccccc2)[nH]c1N1CCOCC1 | -21.5 | -11.8 | -0.3 | 17.9 | -6.8 | -0.5 | 1.7 | -1.0 | 3.1
C#CCOCCOCCOCCNc1nc(N2CCN(C(=O)C(CCC(=O)O)n3cc(C(N)CC(C)C)nn3)CC2)nc(N2CCN(C(=O)C(Cc3cc4ccccc4[nH]3)n3cc(C(N)Cc4ccc(O)cc4)nn3)CC2)n1 (configuration not stated) | / | / | 0.9 | / | -3.4 | 0.1 | / | 7.7 | /
COc1cc(/C=C2/C(=N)N3C(=NC2=O)SN=C3S(C)(=O)=O)ccc1OS(=O)(=O)c1ccccc1 | / | / | -0.4 | / | -6.6 | -1.1 | / | -9.5 | /
CCOc1ccc(CNC(=O)CCn2c(=O)oc3ccccc32)cc1OC | 3.6 | -9.0 | -1.1 | 2.8 | -7.5 | -1.0 | 8.7 | 4.5 | -6.7
O=C(CCCC(=O)N(CC(=O)NC1CCCC1)Cc1ccccc1Cl)Nc1ccccn1 | -27.6 | -4.1 | 0.5 | 6.4 | -0.7 | -0.6 | 3.8 | -15.2 | -3.3
O=C(c1cccnc1)N(Cc1ccccc1)C(c1ccccc1)c1nc2ccccc2[nH]1 (configuration not stated) | 21.5 | -1.1 | / | -0.7 | / | / | 6.2 | / | -5.7
CC1Sc2ccc(S(=O)(=O)CCC(=O)Nc3ccccn3)cc2NC1=O (configuration not stated) | -11.8 | -15.5 | 4.4 | 8.3 | -3.2 | 1.9 | 1.5 | -6.6 | -0.8
CC1=CC(c2ccccc2)n2nc(NC(=O)CCCC(=O)O)nc2N1 (configuration not stated) | -1.0 | -7.5 | 0.7 | 2.8 | 3.9 | 1.1 | 0.0 | -10.1 | -2.3
CC(OC(=O)CNC(=O)c1cccc(F)c1)C(=O)NC1CCCCC1C (configuration not stated) | -19.7 | -11.7 | 0.0 | 4.7 | -1.6 | 0.5 | 0.2 | 8.1 | -1.9
CCCOc1ccc(N2C(=O)CC(N(Cc3ccc(OC)cc3)C(=S)Nc3ccccc3)C2=O)cc1 (configuration not stated) | -7.2 | 3.2 | 0.9 | 1.2 | -5.2 | -0.9 | -0.4 | -2.9 | -3.3
Cc1cccc(CSc2nn3c(=O)c(C)nnc3s2)c1 | -2.1 | -5.7 | 2.1 | 6.5 | -7.9 | 1.3 | 2.7 | -14.2 | -4.7
O=C(Nc1ccccc1N1CCN(C(=O)c2ccccc2)CC1)c1ccc(Cl)cc1 | 54.9* | 26.6 | 0.1 | -11.8 | 0.1 | -1.8 | 4.7 | -29.0 | -3.2
CCCCN1CC2([N+](=O)[O-])C=CC(=O)C([N+](=O)[O-])(C1)C2CC(=O)c1ccccc1 (configuration not stated) | 6.7 | -6.2 | 1.5 | 2.4 | -8.2 | 0.1 | 15.9 | -7.3 | -0.2
Cc1nc2ccc(C(=O)Nc3cccc([N+](=O)[O-])c3)cc2s1 | 4.7 | -10.8 | -0.3 | 8.9 | -8.1 | -0.5 | 5.5 | -11.5 | -6.9
CCOc1ccc(N2C(=O)C(Cl)=C(N3CCOCC3)C2=O)cc1 | -3.9 | 0.1 | 8.3 | 2.8 | -3.1 | 0.6 | 3.4 | -14.7 | 1.6
Cc1ccc2c(c1)N(C(=O)CCC(=O)N1CCC(C(N)=O)CC1)CCO2 | 5.5 | 20.9 | 0.8 | -9.0 | -3.2 | 0.4 | 1.4 | 0.8 | 1.0
Cc1nnc2ccc(-c3cccc(NC(=O)c4ccc(Cl)nc4)c3)nn12 | -23.4 | -0.5 | 0.0 | -0.2 | -1.8 | -2.4 | 0.5 | -12.8 | -2.4
COc1cc(NS(=O)(=O)c2ccc(F)cc2)c(OC)cc1NC(C)=O | -9.1 | -3.9 | 0.0 | 5.2 | -4.6 | 0.2 | 1.2 | -12.1 | 1.5
CC1=CC(c2ccccc2)n2nc(NS(=O)(=O)c3ccc(C)cc3)nc2N1 (configuration not stated) | 1.4 | 2.0 | 0.7 | 2.0 | 3.3 | 0.5 | 11.8 | -5.3 | -4.8
CCOC(=O)N1CCN(C(=O)c2ccccc2Oc2ccccc2)CC1 | -22.1 | 3.9 | 0.3 | -4.1 | -14.2 | -0.9 | 8.2 | -18.4 | -4.2
Nc1nonc1-n1nnc(C(=O)N/N=C/C2CCCCC2)c1-c1ccccc1 | -20.6 | -10.5 | 2.1 | 2.6 | -6.5 | 1.2 | 10.2 | -4.6 | 2.2
COc1cc(OC)cc(C(=O)Nc2ccccc2-c2nnn(CC(N)=O)n2)c1 | 6.4 | -2.0 | 0.5 | 3.4 | -11.5 | 1.0 | 7.5 | -7.5 | -5.0
CN(C(=O)COc1ccc(Cl)cc1)C1(C)CCS(=O)(=O)C1 (configuration not stated) | -18.7 | -13.2 | -0.2 | 9.5 | -13.4 | 0.6 | 5.6 | -0.9 | -4.9
Cc1ccc([C@H]2C[C@@H](n3cc(C4CC4)nn3)[C@H](O)CN2C(=O)c2cccs2)cc1 | -6.1 | -11.2 | / | 15.7 | / | / | 0.7 | / | 6.4
Cc1ccc(CN2CCNC(=O)C2CC(=O)N(C)Cc2cnccn2)cc1 (configuration not stated) | 4.3 | -7.8 | 0.8 | 7.8 | -8.3 | -0.5 | 0.4 | -2.5 | -2.4
Nc1nc(SCc2ccc(Br)cc2)n[nH]1 | -12.7 | -12.9 | 1.3 | 9.4 | -14.3 | -0.2 | 3.8 | -14.9 | -10.1
COc1ccccc1/C=C/C=N/N1CCN(Cc2ccc(Cl)cc2)CC1 | 18.9 | 1.1 | -0.1 | -0.9 | -3.5 | -1.3 | -0.6 | -29.9 | -6.3
O=C(c1ccc(NS(=O)(=O)c2ccccc2)cc1)N1CCCCCC1 | 16.1 | -3.8 | / | 2.5 | / | / | 4.1 | / | -3.0

Single values from above.
Cc1ccc([C@H]2C[C@@H](n3cc(C4CC4)nn3)[C@H](O)CN2C(=O)c2cccs2)cc1 – CHRM1 agonist: 6.4
CN(C(=O)COc1ccc(Cl)cc1)C1(C)CCS(=O)(=O)C1 (configuration not stated) – CHRM1 agonist: -4.9

Further structures follow:
SMILES | TAAR1 antag | CHRM1 antagonist | V1aR counter | CHRM1 PAM | OXTR potentiator | OXTR ag | TAAR1 ag | CHO parental Ca | CHRM1 agonist
C=CCNCCCCOc1ccc(OCC)cc1 | -9.3 | -0.9 | 0.3 | 2.3 | -10.4 | 1.0 | 15.9 | -3.1 | -5.8
CC(Sc1nnc(-c2ccccc2)c(-c2ccccc2)n1)C(=O)Nc1ncc(Cl)cc1Cl (configuration not stated) | -23.0 | 5.0 | -1.0 | -6.0 | -3.1 | -3.0 | 0.4 | -34.5 | -7.1
Cc1cc(Br)ccc1NC(=O)C1C2CCC(O2)C1C(=O)O (configuration not stated) | -8.1 | -8.5 | -0.2 | 3.6 | -10.9 | -0.9 | 6.2 | -2.2 | -5.4
CC(C)CNC(CC(=O)Nc1cccc([N+](=O)[O-])c1)C(=O)O (configuration not stated) | -6.3 | -1.0 | -0.3 | 1.7 | -6.9 | -0.5 | 0.2 | 5.2 | -2.5
O=C(NCC1CCCO1)c1cc(C(=O)C2CC2)c[nH]1 (configuration not stated) | 9.4 | -12.0 | 1.7 | 12.0 | -13.7 | -0.5 | -0.9 | -9.9 | -2.5
C/C(Cc1ccccc1)=N\NC(=O)c1cc(C(C)(C)C)[nH]n1 | -2.4 | -3.4 | 1.3 | 3.0 | -1.2 | -0.8 | 5.9 | -9.7 | -1.5
Cc1nc2ccccc2n1CCc1ccccc1 | -0.9 | -5.6 | -0.8 | 6.5 | 3.0 | -0.9 | 5.2 | -12.0 | -4.9
Cc1ccccc1Cn1c(-c2cncs2)nc2ccccc21 | -7.1 | -31.1 | 1.1 | 0.6 | -2.3 | -2.1 | 18.5 | -32.9 | -5.6
Cc1noc(C)c1S(=O)(=O)N(C)C[C@H]1OCCCC[C@@H](C)Oc2ccc(NC(=O)CCCN(C)C)cc2C(=O)N([C@H](C)CO)C[C@@H]1C | 11.5 | -19.5 | / | 7.1 | / | / | 0.5 | / | -9.6
CN(C(=O)COC(=O)c1ccc(=O)n(Cc2ccccc2)n1)c1ccccc1 | -18.0 | -5.8 | 0.3 | -2.1 | -2.6 | -0.4 | 6.3 | -3.6 | -15.5
COc1ccc(NC(=O)Nc2ccc3c(c2)C(=O)N([C@H](C)CO)C[C@H](C)[C@@H](CN(C)C(=O)NC2CCCCC2)O3)cc1 | -6.7 | -11.0 | -0.5 | 6.2 | -9.3 | 0.6 | 2.8 | -9.1 | -3.8
CC(C)CC1(C)NC(=O)N(CC(=O)Nc2ccc3c(c2)OCCO3)C1=O (configuration not stated) | -6.8 | 5.0 | 1.5 | 15.1 | 2.0 | 0.8 | 2.7 | 0.0 | 10.3
O=C(C[C@H]1C/C=C\C[C@H](Cc2ccc(F)cc2)C(=O)O[C@@H](c2ccccc2)CNC1=O)NCCO | 3.6 | -14.6 | 0.6 | 6.4 | 2.0 | -0.1 | 3.6 | -11.9 | -2.4
COc1cc(C(=O)OCC(=O)NCC2CCCO2)cc(OC)c1OC (configuration not stated) | 5.6 | -13.3 | 1.7 | 17.5 | -3.4 | 2.5 | 1.4 | -1.8 | 0.1
O=C(Nc1ccc(Br)cc1)Nc1ccccc1Cl | -2.1 | 15.6 | 5.0 | -10.1 | -16.1 | 2.5 | 4.1 | 25.6 | -0.7
CCNC(=S)Nc1ccc(Cl)cc1Cl | -4.8 | 7.5 | -1.1 | 0.1 | -6.4 | -1.6 | 0.7 | -8.7 | -5.8
O=[N+]([O-])c1ccc2nc(-c3ccc(Cl)cc3)n(OCc3ccccc3)c2c1 | 18.2 | 4.0 | 2.0 | -12.9 | -8.7 | 0.3 | 38.5* | -11.1 | 0.0
CC1c2[nH]c3ccccc3c2CCN1S(C)(=O)=O (configuration not stated) | -8.1 | -20.2 | 1.8 | 1.5 | -11.5 | 1.8 | 3.7 | -2.4 | -2.0
